# High-throughput results as filed in PubChem BioAssay.
# IMP-1 inhibitor: inhibitors of Pseudomonas aeruginosa IMP-1 metallo-beta-lactamase; purified IMP-1, nitrocefin hydrolysis, epi-absorbance fluorescence; inhibition, % at 5.6 µM; hit rate 0.45% among 290,000;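 active = inhibition above the mean plus 3 SD of all compounds in the same screening run, cut at about 4.5% in these data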;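 note: 0% = IMP-1 with DMSO and 100% = DMSO wells lacking enzyme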
#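 System – purified recombinant IMP-1 beta-lactamase · Input – IMP-1 dispensed at 0.2 nM · Timing – 15 min preincubation plus 25 min reaction at 25 °C · Signal – Epi-absorbance fluorescence, 480 nm excitation, 530 nm emission · Measure – percent IMP-1 inhibition derived from blank-referenced optical density · Controls – Enzyme-plus-DMSO low control, enzyme-free DMSO high control · Replication – singlicate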
# CRFR2-BP antag: antagonists of CRF-binding protein/CRF-R2 receptor complex. HEK293 CRF-R2/CRF-BP, CRF-induced calcium fluorescence. inhibition, % at 11.8 µM. hit rate 0.59% among 350,000. AID 588475;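 active = inhibition of the ligand-induced calcium signal above about 50% at the single tested concentration, limit read from the data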
# p-CIP stab down: compounds decreasing mouse p/CIP protein stability | F442A p/CIP-EGFP cells, EGFP fluorescence, 16 h | decrease of EGFP signal, % at 10 µM | hit rate 0.01% among 290,000 | AID 1984;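 active = EGFP signal decrease of at least 30% at 10 µM or well 3 SD below plate mean, unless failing retest; inactive = the rest, including hits failing retest or dose response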; note: some compounds called inactive have numbers as strong as hits; many of its hits are not listed in these tables
# Target sequence (Q05BA5 1-1403): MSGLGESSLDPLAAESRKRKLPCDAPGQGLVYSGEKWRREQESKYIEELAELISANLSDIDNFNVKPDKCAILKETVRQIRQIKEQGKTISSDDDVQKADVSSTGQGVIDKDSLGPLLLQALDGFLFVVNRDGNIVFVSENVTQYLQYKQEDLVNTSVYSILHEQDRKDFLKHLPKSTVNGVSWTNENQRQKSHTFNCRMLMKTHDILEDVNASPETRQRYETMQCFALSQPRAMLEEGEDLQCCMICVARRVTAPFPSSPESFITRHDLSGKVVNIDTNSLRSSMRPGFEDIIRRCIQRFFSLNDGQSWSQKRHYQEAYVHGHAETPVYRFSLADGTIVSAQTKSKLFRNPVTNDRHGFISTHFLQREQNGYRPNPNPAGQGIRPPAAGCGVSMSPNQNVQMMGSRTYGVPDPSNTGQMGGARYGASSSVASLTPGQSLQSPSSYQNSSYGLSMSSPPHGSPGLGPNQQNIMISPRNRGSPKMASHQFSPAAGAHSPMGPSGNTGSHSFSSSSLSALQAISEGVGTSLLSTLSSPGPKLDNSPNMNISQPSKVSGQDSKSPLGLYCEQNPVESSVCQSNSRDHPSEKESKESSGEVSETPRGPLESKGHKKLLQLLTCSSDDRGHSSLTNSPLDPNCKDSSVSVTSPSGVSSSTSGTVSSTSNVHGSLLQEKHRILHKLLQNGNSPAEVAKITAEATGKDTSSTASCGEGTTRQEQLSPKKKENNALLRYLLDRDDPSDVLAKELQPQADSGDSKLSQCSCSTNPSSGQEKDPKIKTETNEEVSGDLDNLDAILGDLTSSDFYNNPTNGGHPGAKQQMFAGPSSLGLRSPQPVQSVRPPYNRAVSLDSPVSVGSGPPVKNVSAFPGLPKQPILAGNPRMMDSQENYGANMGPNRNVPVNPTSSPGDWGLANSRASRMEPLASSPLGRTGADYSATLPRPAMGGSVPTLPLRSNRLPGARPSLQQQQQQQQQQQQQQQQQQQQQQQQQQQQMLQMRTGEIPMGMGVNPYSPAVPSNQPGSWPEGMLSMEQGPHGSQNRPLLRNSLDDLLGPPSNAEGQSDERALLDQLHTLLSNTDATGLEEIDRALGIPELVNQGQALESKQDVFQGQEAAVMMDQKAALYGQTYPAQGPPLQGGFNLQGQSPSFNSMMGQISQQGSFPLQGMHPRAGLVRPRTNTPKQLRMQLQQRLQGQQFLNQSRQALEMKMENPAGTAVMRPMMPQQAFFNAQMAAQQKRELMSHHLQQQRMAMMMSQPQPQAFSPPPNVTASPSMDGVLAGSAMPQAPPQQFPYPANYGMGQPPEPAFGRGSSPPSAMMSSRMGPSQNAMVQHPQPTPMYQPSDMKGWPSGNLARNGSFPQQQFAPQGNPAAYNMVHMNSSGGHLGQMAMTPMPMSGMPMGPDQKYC
# SUMO HTRF inh: blocks human SUMOylation mediated by UBC9; hit rate 0.36% among 290,000; HTRF SUMOylation assay, SAE1/SAE2 + UBC9, in vitro; inhibition, % at 35 µM; P63279; AID 2006; in the data active = inhibition above about 50%, passing the limit was not always enough; note: strong numbers were not always called active
# GalR3 antag: blocks the human galanin receptor 3 | O60755 | HEK293 GalR3-CNG cAMP membrane potential fluorescence; galR3 body fused to GalR1 C-terminus | inhibition, % at 3 µM | hit rate 0.44% among 360,000 | AID 651719;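 active = inhibition above the screen-wide average plus 3 SD, cut at about 13% in these data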;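 note: forskolin and galanin both at EC90 stimulate the cells; cAMP rise reported by CNG channel membrane potential dye signal; 0% = forskolin plus galanin with DMSO and 100% = forskolin alone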
# IDE cell activ: boosts human insulin-degrading enzyme activity in HEK cells | activation, % at 5.96 µM | AID 493087 | FAbeta-B cleavage, fluorescence polarization; 0% vehicle, 100% cell-free pure enzyme wells | hit rate 0.073% among 340,000 | P14735;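 active = activation above the mean of all tested compounds plus 3 SD, set per screening campaign, cut at about 17% in these data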
# NS3 helicase inh: blocks Hepatitis C virus NS3 helicase unwinding; NS3 helicase DNA unwinding, Cy5 molecular beacon fluorescence; inhibition, % at 10.9 µM; hit rate 0.56% among 290,000;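 active = inhibition above the mean of all tested compounds plus 3 SD, set per campaign, cut at about 35% in these data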;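 note: 0% = DMSO wells and 100% = thioflavine S control wells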
#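 Assay system – hepatitis C virus NS3 helicase domain fragment enzyme · Buffer or medium – MOPS pH 6.5, MgCl2, DTT, Tween20, BSA · Reagent – Cy5/quencher beacon DNA duplex and ATP to start · Compound – single 10.9 µM dose · Timing – 1 h at 25 °C · Technique – Cy5 beacon fluorescence read at start and 1 h · Measure – % inhibition of unwinding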
# VIM-2 inhibitor: blocks Pseudomonas aeruginosa VIM-2 metallo-beta-lactamase; hit rate 0.89% among 290,000; inhibition, % at 5.6 µM; purified VIM-2, nitrocefin hydrolysis, epi-absorbance fluorescence;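 active = inhibition above the mean of all tested compounds plus 3 SD, cutoff set per screening run, cut at about 7.5% in these data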;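 note: red hydrolysis product quenches plate fluorescence so inhibitors raise well fluorescence; 0% = enzyme with DMSO and 100% = DMSO without enzyme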
# IDE cell inh: inhibits human insulin-degrading enzyme in HEK cells | P14735 | inhibition, % at 5.59 µM | hit rate 0.41% among 320,000 | FAbetaB cleavage, fluorescence polarization;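 active = percent inhibition above the average of all tested compounds plus 3 SD, set per screening campaign, cut at about 16% in these data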;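 note: IDE supplied by intact live HEK cells; FP after avidin binding of uncleaved biotin substrate so inhibition keeps polarization high; 0% = DMSO wells and 100% = 60 µM reference IDE inhibitor Ii1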
# Starred values were filed as active, the others as inactive; nt = not tested or not shown. Rows are unselected; any-hit rate near 3.2%.
cpd | molecule | p-CIP stab down | CRFR2-BP antag | IMP-1 inhibitor | VIM-2 inhibitor | SUMO HTRF inh
1 | C/C(=N\Nc1nc2ccccc2s1)c1cccs1 | -3 | -61 | -3.5 | -3.0 | -21
2 | Cn1c(=O)n(-c2ccc(Cl)cc2)c(=O)c2c3c(sc21)COC(C)(C)C3 | -17 | 18 | -2.6 | -0.4 | 5
3 | O=C(c1ccco1)N1CCN(Cc2cccc(F)c2)CC1 | -4 | 10 | -4.3 | -3.0 | -11
4 | Cc1ccc(CN2CCN(Cc3ccncc3)CC2CCO)o1 (stereo not given) | 4 | 19 | -3.0 | -2.4 | 2
5 | CCOC(=O)Cc1c(C)nc(SC)[nH]c1=O | -8 | 10 | 0.4 | 0.2 | -2
6 | CCOC(=O)CSc1nnc(-c2ccc(OC)cc2)n1CC | -14 | 12 | -2.7 | -2.5 | 10
7 | O=C(O)c1cc(Nc2cc(Cl)c3nonc3c2[N+](=O)[O-])ccc1O | -3 | 8 | -2.0 | 5.7 | 36
8 | C=C(C)Cn1c(SCCN2CCOCC2)nc2c1c(=O)[nH]c(=O)n2C | -13 | -3 | -2.7 | -4.5 | 12
9 | CCCn1nnc(NC(=O)c2ccc(Br)o2)n1 | -13 | -5 | -2.4 | -2.0 | 15
10 | O=C(N/C(=C/c1ccco1)C(=O)N1CCCC1)c1cccs1 | -2 | -7 | 0.9 | 0.2 | 7
11 | COC(=O)CSc1nnc(NC(=O)C2CC(=O)N(c3ccc(F)cc3)C2)s1 (stereo not given) | -32 | -7 | -2.5 | -3.6 | -1
12 | COc1ccc(CN2CC(C(=O)NCCC(C)C)CC2=O)cc1 (stereo not given) | -5 | -4 | -3.9 | -2.9 | 8

cpd | IDE cell inh | GalR3 antag | IDE cell activ | NS3 helicase inh
1 | 4 | -4 | 5 | -6
2 | -8 | 1 | 1 | -6
3 | 2 | -4 | 6 | 0
4 | 3 | -4 | -4 | 2
5 | 2 | 1 | 2 | -8
6 | 0 | -3 | 4 | 5
7 | -5 | -12 | -3 | 20
8 | 1 | 1 | 0 | -3
9 | 4 | -4 | 2 | -1
10 | 5 | -1 | 4 | 4
11 | 1 | -2 | 5 | 15
12 | 4 | 4 | 2 | 13

# Molecules shown so far containing a halogen:
cpd | molecule | p-CIP stab down | CRFR2-BP antag | IMP-1 inhibitor | VIM-2 inhibitor | SUMO HTRF inh
2 | Cn1c(=O)n(-c2ccc(Cl)cc2)c(=O)c2c3c(sc21)COC(C)(C)C3 | -17 | 18 | -2.6 | -0.4 | 5
3 | O=C(c1ccco1)N1CCN(Cc2cccc(F)c2)CC1 | -4 | 10 | -4.3 | -3.0 | -11
7 | O=C(O)c1cc(Nc2cc(Cl)c3nonc3c2[N+](=O)[O-])ccc1O | -3 | 8 | -2.0 | 5.7 | 36
9 | CCCn1nnc(NC(=O)c2ccc(Br)o2)n1 | -13 | -5 | -2.4 | -2.0 | 15
11 | COC(=O)CSc1nnc(NC(=O)C2CC(=O)N(c3ccc(F)cc3)C2)s1 (stereo not given) | -32 | -7 | -2.5 | -3.6 | -1

cpd | IDE cell inh | GalR3 antag | IDE cell activ | NS3 helicase inh
2 | -8 | 1 | 1 | -6
3 | 2 | -4 | 6 | 0
7 | -5 | -12 | -3 | 20
9 | 4 | -4 | 2 | -1
11 | 1 | -2 | 5 | 15

# (more compounds)
cpd | molecule | p-CIP stab down | CRFR2-BP antag | IMP-1 inhibitor | VIM-2 inhibitor | SUMO HTRF inh
13 | CN(c1cccc(NS(=O)(=O)c2ccccc2)c1)S(C)(=O)=O | -6 | 0 | -1.1 | -1.4 | 10
14 | O=C(NC1CCCCC1)C1CCN(c2cnccn2)CC1 | 5 | -9 | -2.1 | -2.7 | 4
15 | COc1ccc(-c2cc(C)no2)cc1S(=O)(=O)Nc1ccccc1 | 4 | -3 | 0.6 | -0.1 | 2
16 | Cc1ccc2nc(N3CCN(CCO)CC3)nc(-c3ccccc3)c2c1 | -1 | -12 | -3.7 | 6.7 | 23
17 | CCOC(=O)N1CCC(n2c(SCC(=O)c3ccccc3)nc3ccsc3c2=O)CC1 | -6 | 3 | -2.7 | -2.7 | 6
18 | COC(=O)c1cc(C)nc2c1c(C)nn2-c1ccccc1 | nt | 4 | nt | nt | nt
19 | CC(=O)OC12CC3CC(C1)C(=NO)C(C3)C2 | -2 | -6 | -3.3 | -4.0 | 4
20 | O=C(COC(=O)c1cc[n+]([O-])cc1)NCC12CC3CC(CC(C3)C1)C2 | 2 | -13 | -2.5 | -6.6 | 6
21 | Cc1ccc(S(=O)(=O)CCC(=O)Nc2sccc2C(N)=O)cc1 | nt | -6 | nt | nt | nt
22 | O=C(CSc1ccc(Cl)cc1)Nc1nnc(-c2ccco2)o1 | nt | 6 | nt | nt | nt
23 | CCOC(=O)N1CCN(C(=O)c2ccc(N3CC4CC(C3)c3cccc(=O)n3C4)c(NC(=O)c3ccc(F)cc3)c2)CC1 (stereo not given) | -10 | 7 | -0.7 | -1.7 | 6
24 | CCN(CC)C(=O)CN1CCC(c2nc3cc(C)c(C)cc3[nH]2)CC1 | -9 | -4 | -0.9 | -1.0 | 27

cpd | IDE cell inh | GalR3 antag | IDE cell activ | NS3 helicase inh
13 | -1 | -4 | -3 | -4
14 | 1 | -4 | 3 | -1
15 | 11 | -6 | -2 | -7
16 | 7 | -13 | -2 | -47
17 | -3 | -6 | 10 | -2
18 | 1 | -6 | 2 | nt
19 | 5 | -2 | 2 | -3
20 | -3 | 5 | 4 | -10
21 | 6 | -5 | -4 | nt
22 | 8 | -1 | -2 | nt
23 | 3 | 2 | 0 | 2
24 | 2 | -3 | 2 | 0

# In the list so far, these have an aryl methoxy group.
cpd | molecule | p-CIP stab down | CRFR2-BP antag | IMP-1 inhibitor | VIM-2 inhibitor | SUMO HTRF inh
6 | CCOC(=O)CSc1nnc(-c2ccc(OC)cc2)n1CC | -14 | 12 | -2.7 | -2.5 | 10
12 | COc1ccc(CN2CC(C(=O)NCCC(C)C)CC2=O)cc1 (stereo not given) | -5 | -4 | -3.9 | -2.9 | 8
15 | COc1ccc(-c2cc(C)no2)cc1S(=O)(=O)Nc1ccccc1 | 4 | -3 | 0.6 | -0.1 | 2

cpd | IDE cell inh | GalR3 antag | IDE cell activ | NS3 helicase inh
6 | 0 | -3 | 4 | 5
12 | 4 | 4 | 2 | 13
15 | 11 | -6 | -2 | -7

# Continuation:
cpd | molecule | p-CIP stab down | CRFR2-BP antag | IMP-1 inhibitor | VIM-2 inhibitor | SUMO HTRF inh
25 | Cc1ccccc1-n1nc(-c2ccc(N)cc2)cc1N | -8 | 8 | -1.1 | -2.6 | 12
26 | COc1ccccc1CNC(=O)CCCNS(=O)(=O)c1cccc2nsnc12 | 0 | -10 | -3.6 | -5.5 | 17
27 | Cc1ccc(-c2ccc(=O)n(CC(=O)NCCN3C(C)CCCC3C)n2)cc1 (stereo not given) | -11 | 12 | -0.7 | -1.6 | 13
28 | CC(C)N(Cc1ccccc1)C(=O)COC(=O)c1cnc(Cl)c(Cl)c1 | nt | 3 | nt | nt | nt

cpd | IDE cell inh | GalR3 antag | IDE cell activ | NS3 helicase inh
25 | 2 | 2 | -1 | -6
26 | 7 | -5 | 2 | 7
27 | 3 | -9 | -5 | -14
28 | 2 | -10 | 4 | nt
